Screens deposited in PubChem by several laboratories.
STEP block: STEP phosphatase inhibitors, primary screen, biochemical, fluorescence intensity, uHTS; recombinant STEP, OMFP fluorogenic substrate; inhibition, % at 20 µM; 360,000 tested, 0.25% active; AID 588621, 2011;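 active = inhibition at 20 µM, scaled per plate between control wells, above about 37%, limit read from the data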;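 note: 0% = DMSO with enzyme and substrate and 100% = substrate only without enzyme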
Target sequence (P54829 whole entry, looked up): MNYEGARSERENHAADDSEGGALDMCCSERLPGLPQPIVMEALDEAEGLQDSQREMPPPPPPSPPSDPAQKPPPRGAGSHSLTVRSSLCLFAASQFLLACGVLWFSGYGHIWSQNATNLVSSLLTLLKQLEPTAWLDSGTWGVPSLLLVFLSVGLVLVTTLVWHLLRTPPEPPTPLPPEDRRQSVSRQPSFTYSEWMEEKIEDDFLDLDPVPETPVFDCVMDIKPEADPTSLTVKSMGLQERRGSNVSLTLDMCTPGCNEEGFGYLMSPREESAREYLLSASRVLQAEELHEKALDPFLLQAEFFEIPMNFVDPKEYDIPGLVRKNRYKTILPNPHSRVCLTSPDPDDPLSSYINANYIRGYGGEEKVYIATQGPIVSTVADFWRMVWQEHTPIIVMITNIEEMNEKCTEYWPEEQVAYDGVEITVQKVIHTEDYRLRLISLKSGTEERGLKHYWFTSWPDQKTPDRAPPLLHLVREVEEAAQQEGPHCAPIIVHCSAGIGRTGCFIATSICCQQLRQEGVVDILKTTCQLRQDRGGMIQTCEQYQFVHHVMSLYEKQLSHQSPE
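medium = Bis-Tris buffer pH 6.0, 2.5 mM DTT, 0.005% Tween 20 | test system = STEP (striatal-enriched tyrosine phosphatase) enzyme, cell-free | measure = normalized % inhibition | compound dosing = 20 µM, 1% DMSO | also added = 25 µM OMFP | schedule = reaction 20 min, ambient temperature | measured by = fluorescence read at 480 nm ex / 540 nm em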
SKN-1 block: suppressors of acrylamide-induced Pgst-4::GFP reporter in worms, primary screen, SKN-1 inhibitor project, whole organism, uHTS, GFP/RFP fluorescence ratio, strain VP596. C. elegans VP596 Pgst-4::GFP/RFP ratio, 24 h. 360,000 tested, 0.49% active. inhibition, % at 21.8 µM. AID 624304, 2012;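 active = interference check ratio from 0.5 to 1.5 plus GFP to RFP signal ratio inhibition reaching or exceeding a fixed threshold, cut at about 30% in these data, passing the limit was not always enough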; note: some compounds called inactive have numbers as strong as hits
SUMO1 PPI mod: modulators of SUMO1 protein-protein interactions, primary screen, biochemical, uHTS. Small ubiquitin-related modifier 1 (Homo sapiens), P63165. SUMO1 binding to a labelled peptide, TR-FRET, 1 h. inhibition, % at 20 µM. 360,000 tested, 0.33% active; in the data active = inhibition above about 37%
Target sequence (P63165 whole entry, looked up): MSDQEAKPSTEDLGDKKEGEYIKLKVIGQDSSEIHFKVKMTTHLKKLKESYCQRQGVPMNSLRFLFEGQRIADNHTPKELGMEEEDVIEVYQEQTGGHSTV
DNMT1 inh: human DNMT1 methyltransferase inhibitors, primary screen, biochemical, molecular beacon, fluorescence, HinP1I cleavage, uHTS. inhibition (reported as % activation of signal), % at 10 µM. DNA (cytosine-5)-methyltransferase 1 (Homo sapiens), P26358. AID 588458, 2011. 360,000 tested, 0.83% active; in the data active = inhibition above about 50%
NRP1-CendR mod: modulators of CendR peptide binding to NRP-1, primary screen, biochemical, fluorescence polarization, uHTS. FAM-RPARPAR peptide binding to NRP-1. inhibition, % at 25 µM. 360,000 tested, 0.85% active. AID 602438, 2012;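 active = inhibition or corrected inhibition above about 18%, plus a signal ratio from 0.5 to 1.5, limit read from the data, passing the limit was not always enough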; note: strong numbers were not always called active
NadD inh: inhibitors of S. aureus NadD, primary screen, biochemical, colorimetric, uHTS; Nicotinate-nucleotide adenylyltransferase NadD (Staphylococcus aureus N315); purified NadD enzyme, colorimetric absorbance read-out; inhibition, % at 20 µM; 360,000 tested, 0.78% active; AID 602399, 2012; in the data active = inhibition above about 26%; note: some compounds past the cut are filed as inactive
Neddyl block: inhibitors of cullin neddylation, primary screen, biochemical, TR-FRET, uHTS, NAE and Ubc12. NEDD8-conjugating enzyme Ubc12 (Homo sapiens) + NEDD8-activating enzyme E1 regulatory …. calls only at 25 µM. 360,000 tested, 0.58% active; in the data active = inhibition above about 36%
LMPTP inh: LMPTP phosphatase inhibitors, primary screen, biochemical, fluorescence intensity, uHTS. Low molecular weight phosphotyrosine protein phosphatase (Homo sapiens), P24666. recombinant LMPTP-A, OMFP fluorogenic substrate. inhibition, % at 20 µM. 360,000 tested, 0.22% active. AID 651560, 2012;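 active = compounds that cut the enzyme signal by at least half of the control window in the single-dose screen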;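 note: plate controls were DMSO wells with enzyme plus substrate for no effect and substrate without enzyme for full effect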
Target sequence (P24666 whole entry, looked up): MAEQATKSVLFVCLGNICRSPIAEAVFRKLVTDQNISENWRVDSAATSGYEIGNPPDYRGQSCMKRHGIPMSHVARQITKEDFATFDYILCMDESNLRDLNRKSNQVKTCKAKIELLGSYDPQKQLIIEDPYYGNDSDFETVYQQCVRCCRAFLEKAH
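Buffer or medium: Bis-Tris pH 6.0, DTT, detergent; Assay system: LMPTP-A enzyme; Quantity: 0.625 nM enzyme; Detection: endpoint fluorescence intensity; Times: 50 min dark incubation at room temperature; Controls: substrate-only low control, DMSO enzyme-plus-substrate high control; Doses: single 20 µM dose; Read-out: percent inhibition versus substrate-only and uninhibited controls; Reagent: 400 µM OMFP.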
Tb MetRS inh: T. brucei MetRS inhibitors, primary screen, biochemical, luminescence. purified T. brucei MetRS, ATP depletion, Kinase-Glo luminescence. inhibition, % at 11.9 µM. 360,000 tested, 0.4% active. AID 624268, 2012;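 active = inhibition above a per-plate cutoff of the control wells' mean inhibition plus 3 SD, cut at about 5.5% in these data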;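 note: 0% = DMSO wells median and 100% = median of wells with control inhibitor compound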
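Material: parasite MetRS enzyme / Replication: singlicate, one well per compound / Signal: luminescence of leftover ATP / Schedule: 2 h aminoacylation at 25 °C after 15 min preincubation / Medium: HEPES-MgCl2-KCl buffer plus DTT, spermine, BSA, pyrophosphatase / Doses: 11.9 µM single point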
Scp-1 inhibitor: Scp-1 phosphatase inhibitors, primary screen, biochemical, colorimetric, uHTS; 340,000 tested, 0.88% active; inhibition, % at 20 µM; AID 493091, 2011; Recombinant Scp1, phosphopeptide, malachite green phosphate absorbance;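 active = inhibition above about 50% at 20 µM, limit read from the data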;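 note: plate controls were DMSO wells with enzyme for no effect and wells lacking enzyme for full effect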
Target sequence (Q9GZU7 76-261 limits assumed): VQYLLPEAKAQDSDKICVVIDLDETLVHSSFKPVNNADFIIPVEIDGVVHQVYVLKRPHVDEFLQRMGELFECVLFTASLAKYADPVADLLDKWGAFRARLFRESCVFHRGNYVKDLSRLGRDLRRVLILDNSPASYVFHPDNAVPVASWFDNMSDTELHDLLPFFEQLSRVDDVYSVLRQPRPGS
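Test system: SCP-1 catalytic domain; Buffer or medium: Acidic Tris acetate buffer with magnesium and detergent; Also added: Phosphorylated 17-residue peptide substrate; Compound: single 20 µM dose, 1% DMSO; Schedule: enzyme reaction 45 min at room temperature, colour 5 min, stabilisation 30 min; Signal: Phosphate-binding colour reagent, absorbance read at 630 nm.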
Numbers without * were called inactive; i = inactive; · = no result given.

SMILES | STEP block | SKN-1 block | SUMO1 PPI mod | DNMT1 inh | NRP1-CendR mod | NadD inh | Neddyl block | LMPTP inh | Tb MetRS inh | Scp-1 inhibitor
O=C(CCCN1C(=O)C(c2ccccc2)Oc2cccnc21)NCc1ccccc1Cl (stereo unspecified) | 1 | 17 | 1 | -4 | -4 | 6 | i | 1.0 | 0.4 | -8
COc1ccc(C(=O)OCC(=O)N2C(C)CCCC2C)cc1S(=O)(=O)N1CCOCC1 (stereo unspecified) | 0 | 4 | 4 | 7 | 7 | 3 | i | 0.3 | -0.4 | 13
CC(=NNC(=O)c1ccccc1N)c1ccccc1O | -3 | 19 | -3 | -3 | 5 | 2 | i | -1.4 | -0.9 | ·
COc1ccc(-c2c(C)nn(Cc3ccccc3)c2N)cc1 | 0 | -12 | 2 | 2 | 7 | -7 | i | -0.3 | -1.1 | 1
CCc1nc(SCc2ccccc2C)n[nH]1 | -1 | 16 | 3 | 1 | -6 | -8 | i | -0.4 | -0.8 | -2
CCOC(=O)c1c(NC(=O)CN2CCCc3ccccc32)sc(C)c1CC | 3 | 11 | -2 | 5 | -18 | 1 | i | 2.3 | 0.9 | -5
Cn1c(-c2ccccc2)cc(=O)n1-c1ccccc1 | 1 | 17 | 4 | 70* | 8 | -1 | i | 0.4 | -0.3 | -5
CC(Sc1nc2ccccc2s1)C(=O)NCc1ccc2c(c1)OCO2 (stereo unspecified) | 0 | 5 | 3 | -4 | 2 | -11 | i | 0.0 | 0.1 | -8
COc1ccc(C)cc1NC(=O)COC(=O)c1ccc2c(c1)OCO2 | 0 | -6 | 0 | 10 | 8 | -4 | i | 0.9 | -0.7 | 10
Cc1nnc(SCC(=O)NC2CCCC2)n1-c1ccccc1 | -1 | 0 | 2 | 3 | 1 | -9 | i | -1.5 | -0.1 | -3
Cc1cc(O)c(Sc2ccccc2)c(=O)o1 | 0 | -1 | 6 | 5 | 12 | -3 | i | -2.6 | -0.3 | -8
Cc1ccc(C(=O)OC(C)CN2CCOCC2)cc1 (stereo unspecified) | 0 | -11 | 1 | 0 | -4 | -4 | i | -2.5 | 0.9 | -6
CCSc1nnc(NC(=O)CSC2=NCCS2)s1 | 1 | -6 | -3 | -2 | 4 | -3 | i | 0.0 | 0.3 | 2
CCC(=O)Nc1c(C)c(CC)nc2ccccc12 | 7 | 1 | -1 | 4 | 6 | -7 | i | -1.1 | -1.3 | 12
COc1cc(C=O)ccc1OCCCOc1ccccc1C(=O)O | -1 | -13 | 28 | 2 | -5 | -1 | i | 1.4 | 1.1 | -2
Cc1ccc(-c2n[nH]c(=S)n2/N=C/c2cccn2C)cc1 | -2 | 0 | -2 | -3 | -10 | 5 | i | 3.2 | -1.5 | 0
COc1ccccc1CNc1ccc2nnc(CCNC(=O)c3ccc(C)cc3)n2n1 | -3 | 5 | 1 | -1 | -16 | -1 | i | 0.5 | -0.1 | -9
Cc1ccc2c(C(=O)CSc3ccccc3)c(C)[nH]c2c1 | 1 | 14 | 0 | 13 | 4 | 3 | i | -0.5 | 0.8 | -9
O=C(CSC1=NS(=O)(=O)c2ccccc2N1)Nc1cccc(F)c1 | 1 | -30 | 0 | 1 | 3 | -2 | i | -0.4 | 0.0 | -4
O=C(CNC(=O)c1ccco1)N=Nc1c(O)n(CCc2ccccc2)c2ccccc12 | -1 | 7 | -31 | -1 | -2 | 9 | i | 2.2 | 0.2 | -8
COc1ccc(N(C(=O)c2ccco2)S(=O)(=O)c2cc(Cl)c(Cl)cc2Cl)cc1 | 1 | -4 | -3 | 3 | 6 | -13 | i | 2.1 | 0.4 | -15
CN(Cc1ccccc1)CC(O)COc1ccc(CNCc2nccn2C)cc1 (stereo unspecified) | 0 | 7 | -3 | 2 | 20 | -1 | i | 0.3 | -0.3 | 17
CCC(C)(C)C1CCC2(CC1)NC(=O)N(CC(=O)NCCc1ccc(OC)c(OC)c1)C2=O (stereo unspecified) | -2 | 27 | -1 | -4 | 16 | -11 | i | 0.3 | -0.2 | -6
Cc1nc2ccccc2c(=O)n1NC(=O)c1ccccc1[N+](=O)[O-] | -2 | -3 | -1 | -1 | 12 | -1 | i | -1.9 | 0.2 | 1
CN1CCC(N(C)S(=O)(=O)c2ccc(C(C)(C)C)cc2)CC1 | 0 | 20 | 2 | 0 | 9 | -7 | i | -2.3 | -0.3 | 2
O=S(=O)(Nc1cccnc1)c1cccc(Cl)c1 | 0 | -4 | 0 | -1 | 6 | 6 | i | -2.2 | -0.8 | 3
COc1ccc(S(=O)Cc2ccc(C(=O)N3CCN(C(=O)c4ccco4)CC3)o2)cc1 (stereo unspecified) | 1 | 10 | -1 | 1 | 6 | 3 | i | 0.0 | 0.5 | -3
COc1ccc(CN2CC(C(=O)NCCCN3CCOCC3)CC2=O)cc1 (stereo unspecified) | -6 | 3 | 2 | 1 | 16 | 0 | i | -2.2 | 0.0 | 1
O=C(Nc1cccc(S(=O)(=O)N2CCOCC2)c1)c1cn(-c2ccccc2)nc1-c1ccccc1 | 0 | 6 | 1 | -7 | 4 | 4 | i | 1.7 | -0.5 | -13
O=C(COC(=O)c1ccc2c(c1)OCCO2)Nc1ccc(F)cc1 | -4 | 10 | 5 | 4 | -4 | -7 | i | -0.6 | -0.7 | -1

Structural class, those above with two or more sulfur atoms
SMILES | STEP block | SKN-1 block | SUMO1 PPI mod | DNMT1 inh | NRP1-CendR mod | NadD inh | Neddyl block | LMPTP inh | Tb MetRS inh | Scp-1 inhibitor
CC(Sc1nc2ccccc2s1)C(=O)NCc1ccc2c(c1)OCO2 (stereo unspecified) | 0 | 5 | 3 | -4 | 2 | -11 | i | 0.0 | 0.1 | -8
CCSc1nnc(NC(=O)CSC2=NCCS2)s1 | 1 | -6 | -3 | -2 | 4 | -3 | i | 0.0 | 0.3 | 2
O=C(CSC1=NS(=O)(=O)c2ccccc2N1)Nc1cccc(F)c1 | 1 | -30 | 0 | 1 | 3 | -2 | i | -0.4 | 0.0 | -4

Next compounds:
SMILES | STEP block | SKN-1 block | SUMO1 PPI mod | DNMT1 inh | NRP1-CendR mod | NadD inh | Neddyl block | LMPTP inh | Tb MetRS inh | Scp-1 inhibitor
Cc1ccc(C(=O)NC2CC3CCC(C2)N3Cc2ccco2)cc1 (stereo unspecified) | 3 | -12 | -3 | 0 | 6 | 9 | i | 0.0 | -1.1 | -4
N#Cc1ccc(OCC(=O)NCC2COc3ccccc3O2)cc1 (stereo unspecified) | -1 | -2 | 3 | -4 | 9 | 5 | i | 0.0 | -0.5 | -6
O=C(CN(Cc1ccco1)C(=O)c1ccc([N+](=O)[O-])cc1)Nc1ccccc1C(F)(F)F | -1 | 1 | -11 | -5 | 11 | 0 | i | 0.3 | -0.2 | -8
CN(CC(=O)Nc1ccccc1Br)C(=O)CNC(=O)c1ccco1 | 2 | 8 | 5 | 0 | 1 | -2 | i | -0.7 | -0.3 | -10
CC(=O)c1cccc(CN2CCN(CC(C)C)C(CCO)C2)c1 (stereo unspecified) | 1 | 13 | -3 | 0 | 2 | -3 | i | -1.7 | -0.5 | 3
COc1ccc(C(=O)NC(C)(C)C)cc1S(=O)(=O)N1CCCC1 | -4 | -14 | 1 | 1 | -4 | -5 | i | -2.3 | -0.8 | -7
c1ccc2c(c1)CCN(C1=Nc3cccc4cccc1c34)C2 | 4 | 49* | -14 | -4 | -43 | -3 | i | 10 | 2.7 | 1
Cc1ccc(NC(=O)C2CCCN(S(=O)(=O)c3cnc[nH]3)C2)cc1C (stereo unspecified) | -2 | -11 | 3 | 7 | -12 | 0 | i | -1.1 | 0.0 | 3
O=C(Nc1cc(C(F)(F)F)cc(C(F)(F)F)c1)[C@H]1O[C@@H](n2ccc(=O)[nH]c2=O)[C@H](O)[C@@H]1O | 12 | 11 | 3 | 3 | -4 | -3 | i | -0.5 | -0.3 | ·
COc1ccc(C(c2sc3nc(C)nn3c2O)N2CCN(CCO)CC2)cc1OC (stereo unspecified) | 1 | -12 | -5 | 2 | -2 | 7 | i | -1.3 | 0.2 | -5
CN(C)CCCNC(=O)C(=O)Nc1ccc2c(c1)N(S(=O)(=O)c1cccs1)CCC2 | -3 | 3 | -6 | 1 | 8 | -4 | i | -1.0 | -0.3 | -3
Cc1cc(C(=O)NC2CCCCC2)on1 | 5 | 6 | 2 | 3 | -1 | 6 | i | -1.3 | 0.1 | -3
CC1(C)CCc2cc(-c3ccn(S(=O)(=O)c4ccccc4Cl)n3)ccc2O1 | 0 | -4 | -3 | 7 | 1 | -7 | i | 2.3 | -1.1 | -11
S=c1[nH]c2ccccc2n2cccc12 | -1 | 19 | -7 | -2 | 3 | -4 | i | -1.4 | 0.5 | -4
O=C(Cc1ccccc1[N+](=O)[O-])NC1CC2CCC1C2 (stereo unspecified) | -3 | 1 | -6 | 3 | -9 | 1 | i | -0.5 | -1.1 | 3
COCCN(C(=S)Nc1ccc(C)cc1)C(C)c1ccco1 (stereo unspecified) | 1 | 1 | 2 | -1 | -12 | -7 | i | 0.6 | -0.8 | -6
COc1cccc(C(O)c2nc(-c3cccc(CO)c3)cs2)c1 (stereo unspecified) | -2 | 13 | -3 | 9 | -8 | -2 | i | -0.7 | -0.2 | ·
N#Cc1c(Cl)nc(-c2ccncc2)nc1-c1ccccc1 | 10 | -10 | 3 | 3 | -5 | -10 | i | -2.2 | 0.8 | -24
CCCN(CCC)CCCNc1ccc2nnc(-c3ccc(F)cc3)n2n1 | -2 | -6 | 1 | 5 | -2 | -4 | i | -1.0 | -1.4 | 0
CCOc1ccc2nc(NC(=O)Cc3cccs3)sc2c1 | 1 | -11 | 4 | -10 | 4 | 1 | i | 0.3 | -1.9 | -9
COC(=O)CN1C(=O)Nc2ccc(Cl)cc2C1c1ccccc1 (stereo unspecified) | -3 | 2 | -1 | -5 | -1 | -5 | i | -1.5 | -1.3 | 7
Cc1ccc(NC(=O)CSc2nnc(C3CCCCC3)n2N)cc1F | -2 | 29 | 3 | -1 | -11 | -1 | i | -0.2 | -0.3 | -2

This is a random part of the collection. About 4.6% of those tested had a hit in this group.
